# Source: PubChem BioAssay (National Center for Advancing Translational Sciences (NCATS))
# RXFP1 agonist – RXFP1 (human) receptor agonism; Potency, µM (doses to about 57.5 µM), inactives show at the highest dose activation, hits mostly activators; HEK293T-RXFP1 cAMP TR-FRET, 30 min; response scale: percent of porcine relaxin response, buffer zero; actives 0.3% (n = 370,000); Q9HBX9; active means well fitted activation curve with a large enough effect; inconclusive means small, poorly fitted or top-dose-only effect; further: potency means the concentration at half of the fitted maximal effect; on the % scale 0 is the no-effect control and ±100 the full control effect; nearly all actives have a fitted effect of over 60% in size; many of its hits are not listed in these tables
#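 cAMP rise read by TR-FRET after 30 min, 37C compound exposure (up to 58 uM) in RXFP1-transfected HEK293 cells with Ro 20174 present. EC50 from Hill-equation fits, with 29 nM porcine relaxin as 100% and buffer as basal.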
# D1 PAM – potentiators of human D1 dopamine receptor; HEK293 TREx D1 cells, calcium flux, dopamine EC20 potentiation; potentiation, % at 10 µM; actives 0.036% (n = 360,000); in the data active means potentiation above about 30%; further: 0% is about no effect
# Target sequence (P21728 whole entry, looked up): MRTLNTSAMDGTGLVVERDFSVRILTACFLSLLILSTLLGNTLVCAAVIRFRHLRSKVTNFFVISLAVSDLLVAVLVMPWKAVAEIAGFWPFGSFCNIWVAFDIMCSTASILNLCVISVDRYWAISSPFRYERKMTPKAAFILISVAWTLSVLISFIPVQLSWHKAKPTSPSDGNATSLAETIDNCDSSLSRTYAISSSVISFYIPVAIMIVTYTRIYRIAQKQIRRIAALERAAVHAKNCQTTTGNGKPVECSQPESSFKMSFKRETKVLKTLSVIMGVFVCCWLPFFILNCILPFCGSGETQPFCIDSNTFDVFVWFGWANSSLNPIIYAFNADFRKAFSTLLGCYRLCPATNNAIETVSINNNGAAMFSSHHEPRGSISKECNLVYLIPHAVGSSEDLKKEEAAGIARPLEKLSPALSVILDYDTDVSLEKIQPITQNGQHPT
# RXFP1 antagonist – RXFP1 (human) relaxin receptor antagonism; Q9HBX9; HEK293-RXFP1, relaxin-stimulated cAMP HTRF, 30 min; hits give low values; activity change, negative = inhibition, % at 57.5 µM; actives 0.59% (n = 350,000); AID 1259400;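 active means activity change of -60% or lower, but not beyond a set lower limit; inconclusive means change between -60% and -40%, or beyond the set limit; inactive means change above -40%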; further: on the % scale 0 is the no-effect control and ±100 the full control effect
# D1 antagonist – blocks dopamine activation of the human D1 receptor; P21728; HEK293 TREx D1 cells, calcium flux, dopamine EC80; hits give low values; activity change, negative = inhibition, % at 10 µM; actives 3.2% (n = 360,000); AID 504652; in the data active means activity change below about -30%; further: on the % scale 0 is the no-effect control and ±100 the full control effect
#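 Tetracycline-induced HEK293 Trex D1 cells, force-coupled to calcium, dye-loaded; compounds added and read 180 s, then EC80 dopamine added and calcium flux tracked kinetically another 180 s.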
# D2 antagonist – D2 dopamine receptor (human) antagonism. P14416. HEK293 TREx D2 cells, calcium flux, dopamine EC80. inhibition, % at 10 µM. actives 2% (n = 340,000); in the data active means inhibition above about 30%; further: 0% is about no effect
# Target sequence (P14416 whole entry, looked up): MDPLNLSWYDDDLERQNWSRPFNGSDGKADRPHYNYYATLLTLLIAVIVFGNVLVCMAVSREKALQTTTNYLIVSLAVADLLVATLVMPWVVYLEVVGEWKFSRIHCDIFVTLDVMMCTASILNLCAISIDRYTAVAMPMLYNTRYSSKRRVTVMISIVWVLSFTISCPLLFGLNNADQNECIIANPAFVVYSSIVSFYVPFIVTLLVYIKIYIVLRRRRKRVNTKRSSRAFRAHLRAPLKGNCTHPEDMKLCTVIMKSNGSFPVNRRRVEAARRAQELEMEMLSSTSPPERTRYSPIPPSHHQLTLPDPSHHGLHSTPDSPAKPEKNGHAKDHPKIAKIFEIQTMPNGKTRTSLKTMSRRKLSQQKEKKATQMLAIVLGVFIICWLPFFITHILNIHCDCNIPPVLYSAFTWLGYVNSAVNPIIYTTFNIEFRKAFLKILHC
#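 HEK293 T-REx D2 cells, tet-induced, calcium dye no-wash. Cpd pintool add, 180 s kinetic, then EC80 DA, 180 s kinetic. Ca flux read.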
# D2 PAM – D2 dopamine receptor (human) potentiation; AID 485347; HEK293 T-REx D2, calcium flux, EC20 dopamine potentiation; actives 0.34% (n = 340,000); P14416; potentiation, % at 10 µM;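 active means potentiation over 3 SD above the plate norm, cut at about 30% in these data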; further: 0% is about no effect
#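 Using a no-wash calcium dye in inducible, force-coupled HEK293 Trex cells expressing D2, we tracked fluorescence each second for 180 s after compound, then for 180 s after EC20 dopamine to detect augmented signalling.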
# TRHR PAM – allosteric enhancers of human TRH receptor | P34981 | TRHR cells, fluo-8 calcium fluorescence, EC20 TRH enhancement | enhancement, % at 2 µM | actives 0.66% (n = 360,000); in the data active means enhancement above about 30%; further: 0% is about no effect
#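 TRHR-expressing cells loaded with fluo-8 calcium dye were read kinetically (ex 480/em 530) during compound addition, then stimulated with an EC20 of TRH (10 nM final). Enhancement of the Gq-mediated intracellular calcium response was scored.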
# D2 ag – D2 dopamine receptor (human) agonism; activation, % at 2 µM; P14416; AID 485358; HEK293 T-REx D2 cells, calcium flux agonist mode; actives 0.53% (n = 340,000);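 active means activation over 3 SD above normal in the single-dose calcium agonist read, cut at about 30% in these data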; further: 0% is about no effect
#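 Tetracycline-induced HEK293 T-REx cells with force-coupled D2 receptor, plated overnight at 30 C, loaded with no-wash calcium dye. After a 10 s baseline, compound was pin-added and calcium flux read kinetically for 180 s; calcium rises flagged agonists.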
# D1 ag – activates the human D1 dopamine receptor; actives 1% (n = 360,000); AID 504660; HEK293 T-REx D1 cells, calcium flux, agonist mode; activation, % at 2 µM; P21728; in the data active means activation above about 30%; further: 0% is about no effect
#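 Inducible HEK293 T-REx D1 cells, force-coupled to calcium signalling, were plated at 4000 cells/well with tetracycline and held overnight at 30 C. After no-wash calcium dye loading, compound-evoked calcium rise over 180 s flagged agonists.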
# Active calls of the source: *; ? = inconclusive; . = not tested or not shown.
SMILES,RXFP1 agonist,D1 PAM,RXFP1 antagonist,D1 antagonist,D2 antagonist,D2 PAM,TRHR PAM,D2 ag,D1 ag
COC(=O)CNC(c1ccccc1)c1cc(Br)ccc1NC(=O)CNC(=O)OCc1ccccc1 (stereo not drawn),-0.4%,3,-30,1,-2,-8,1,-0.3,3
CCCCCCCC1=CC2=CC(=O)C(C)(OC(C)=O)C(=O)C2=CN1CCc1ccccc1 (stereo not drawn),0.1%,-2,.,10,-17,2,-7,0.3,-3
CCOC(=O)N1C(=O)[C@@](c2ccc(Cl)cc2)(C(C)C)N1C(=O)OCC,0.3%,-1,.,-13,-16,-4,-4,-0.1,3
O=C(Nc1ccccc1)c1ccc(NC2CCCCC2)c(S(=O)(=O)N2CCOCC2)c1,0.2%,4,-4,6,1,-7,-2,-0.7,3
Cc1cc(CC(C)C)n(-c2nc3ccccc3c(=O)n2OCc2ccccc2)n1,-0.3%,-1,-29,15,-6,14,-1,0.5,2
CN1CCN(C(=O)c2ccccc2-c2nc(-c3ccccc3)no2)CC1,1.2%,-3,-5,-5,-3,5,7,0.0,8
Cc1ccc(NC(=O)Cn2cc3c(n2)CCCCC3)cc1,0.8%,2,8,6,.,6,-4,-1.1,40*
COc1ccc(CC(=O)Nc2ccccc2C(C)=O)cc1S(=O)(=O)N1CCOCC1,-1.1%,-3,-1,10,-9,-9,11,-0.7,0
CN(C)c1ccc(CNC(=O)C2CCCN(S(=O)(=O)c3ccc4c(c3)CCCC(=O)N4)C2)cc1 (stereo not drawn),-3.6%,-3,-3,-8,.,-9,-6,0.5,0
Cc1c(C(=O)OCC(=O)Nc2ccc(C(N)=O)cc2)cccc1[N+](=O)[O-],-1.5%,-3,-4,3,19,-6,-4,0.1,3
CCN(CC)CCN(C(=O)CCS(=O)(=O)c1ccccc1)c1nc2cc(OC)c(OC)cc2s1,0.6%,6,-13,9,-25,2,2,-0.6,2
COc1ccc(NC(=O)NCc2ccc3c(c2)OCO3)cc1OC,2.7%,-3,-11,1,-10,3,1,-0.4,2
COc1ccc(Cl)cc1NC(=O)C(C)N1CCN(c2ccccn2)CC1 (stereo not drawn),-0.5%,-2,4,19,-1,-10,-2,31*,1
O=C(CSCc1ccc(Cl)cc1)N1CCCCC1,0.5%,10,-8,0,17,11,3,0.6,4
CCS(=O)(=O)c1ccc(N)cc1,4.0%,-4,-1,17,0,9,2,-0.7,3
CC(c1ccccc1)n1c(-c2cccs2)nc2c(c(=O)c3ccccc3n2C)c1=O (stereo not drawn),0.4%,1,-4,-20,9,20,-5,2.2,20
CCN(Cc1ccccc1)S(=O)(=O)c1ccc2oc(C(=O)O)c(C)c2c1,-0.7%,-2,19,-5,3,1,-6,0.0,2
COC(=O)c1sc(NC(=O)COc2ccccc2C)nc1C,5.3%,7,-34,5,-1,7,-3,-0.1,3
CCCCC(=O)Nc1ccc(C(=O)c2ccccc2)cc1,3.1%,1,-3,-6,-3,11,-9,-1.4,3
O=C1Cc2cc(S(=O)(=O)Nc3ccc(F)cc3Cl)ccc2N1,-0.4%,-2,7,-6,22,-10,-13,0.0,1
O=C(CCCCn1c(=O)[nH]c2ccccc2c1=O)NC1CCN(Cc2ccccc2)CC1,1.0%,-1,.,-2,-14,-12,2,0.8,-3
Cc1cc(C)nc(Nc2n[nH]c(-c3ccccc3N)n2)n1,1.1%,-12,-8,8,1,-11,5,0.2,3
CN(C(=O)COC(=O)c1ccccc1Cc1ccccc1)c1c(N)n(Cc2ccccc2)c(=O)[nH]c1=O,0.3%,4,-1,-17,11,-7,3,0.2,5
O=C(Cn1c2ccccc2c(=O)c2ccccc21)Nc1cccc(F)c1,7.6%,-9,-14,-9,3,3,4,1.1,2

# Some values from the list.
# D2 antagonist result of `O=C(CSCc1ccc(Cl)cc1)N1CCCCC1` reads 17
# D1 PAM result of `CCS(=O)(=O)c1ccc(N)cc1` reads -4

# More structures
SMILES,RXFP1 agonist,D1 PAM,RXFP1 antagonist,D1 antagonist,D2 antagonist,D2 PAM,TRHR PAM,D2 ag,D1 ag
COc1ccc(OCc2cc(=O)[nH]c3ccccc23)cc1,-0.4%,2,1,-5,-7,15,3,-0.2,3
C=CCC(NCc1ccco1)c1ccc(OC)cc1 (stereo not drawn),0.8%,3,-23,-13,14,0,2,-0.1,4
CCC(=O)Nc1ccc(C(=O)N/N=C/c2ccc([N+](=O)[O-])cc2)cc1,1.9%,3,.,8,-17,2,-2,-1.6,0
COc1ccc(S(=O)(=O)N2Cc3ccccc3CC2C(=O)Nc2ccc3c(c2)OCO3)cc1 (stereo not drawn),0.5%,-5,-2,-23,.,-6,-1,0.2,3
CC(C)n1nc(C(=O)OCC(=O)N(C)C2CCS(=O)(=O)C2)c2ccccc2c1=O (stereo not drawn),5.0%,-10,-2,-2,4,-7,-2,-1.7,3
COC(=O)CSc1nc2c(c(-c3ccco3)c1C#N)CCCC2,6.0%,2,-19,-10,-50,5,10,1.0,0
CCOc1ccc(NC(=O)CCn2c(=S)oc3ccccc32)cc1,10%,-2,-6,1,-10,17,8,-1.5,6
COc1ccc(C(=O)NC2CCN(CC(=O)Nc3c(C)cccc3C)CC2)cc1OC,0.8%,-5,5,-1,-9,-4,-5,1.1,1
COc1ccc(CCNc2ccncn2)cc1,0.9%,-5,-3,19,7,-6,-7,0.5,15
NS(=O)(=O)c1ccc(CCNC(=O)CN2CCN(Cc3cccc(C(F)(F)F)c3)CC2)cc1,0.6%,-3,-5,6,.,6,-4,.,2
Cn1ccc(NC(=O)c2ccc(Cl)cc2)n1,-0.8%,13,-2,4,-1,-5,11,-1.1,2
CCc1ccc(-n2c(N3CCN(c4ccc(F)cc4)CC3)nc3ccccc3c2=O)cc1,-0.1%,4,0,18,.,-2,8,0.2,3
CC(C)CC(=O)n1nc(-c2cccnc2)nc1NCc1ccc(F)cc1,-1.3%,0,?,2,.,-4,2,1.2,19
O=C(c1cncc(Br)c1)N1CCCc2ccccc21,-0.1%,-3,4,10,16,6,0,-0.1,2
Cc1cccc(N/C=C/C(=C(C#N)C#N)N(C)C)c1,0.4%,-4,1,-12,-7,-3,-7,-0.8,3
C=C(C)CSc1nnc([C@@H](NC(=O)OC(C)(C)C)C(C)CC)o1 (stereo partly drawn),-0.4%,0,3,4,2,6,-8,0.1,3
O=C(Nc1cccc(NC(=O)C2CCCO2)c1)C1CCCO1 (stereo not drawn),0.3%,-7,8,-1,10,-3,18,-0.4,4
O=C(O)C(c1ccccc1)N1C(=O)/C(=C\c2ccc(-c3ccccc3Cl)o2)SC1=S (stereo not drawn),-1.3%,0,-5,9,-2,1,3,-0.6,0
Cc1cc(N2CCN(C)CC2)nc2ccc(NC(=O)c3ccc(C(C)(C)C)cc3)cc12,1.1%,0,-10,-75*,.,8,13,-0.7,20
COc1ccc(N2CCN(C(=O)CSc3nc4cc(OC)c(OC)cc4cc3C#N)CC2)cc1,3.9%,-6,2,-3,.,.,3,.,2
CCN(C(=O)COC(=O)c1n[nH]c2ccccc12)C1CCS(=O)(=O)C1 (stereo not drawn),-0.9%,9,5,10,0,9,4,-0.2,2
CN(c1ccccc1)S(=O)(=O)c1cc(C(=O)Nc2nc3ccccc3[nH]2)ccc1Cl,1.0%,-4,-8,-2,9,-7,0,-0.6,4
CC1CC(C)CN(C(=O)Cn2c(=O)c3cccn3c3cccnc32)C1 (stereo not drawn),-0.1%,2,25,-8,0,-2,-5,-2.3,5
COc1ccccc1CN(Cc1ccco1)S(=O)(=O)c1ccc(-n2cnnn2)c(OC)c1,1.9%,-10,-9,-33*,-4,3,1,0.1,9
COc1ccc(CCNC(=O)c2ccc3c(c2)c(C)c(C)n3Cc2ccc(F)cc2)c(OC)c1OC,-0.3%,-7,-5,-55*,.,2,-4,-0.2,3
COc1cc(/C=C(\C#N)c2nc3c(s2)CCCC3)ccc1O,0.2%,6,.,5,26,-18,4,12,60*
Cc1ccnc(NC(=O)c2c(-c3ccccc3Cl)noc2C)c1,-1.2%,-2,-2,16,-7,11,7,0.1,0
Cc1c(CC(=O)O)c(=O)oc2c(C)c(OCc3ccccc3Br)ccc12,11%,0,-6,-22,4,7,0,1.8,3
CCOC(=O)C1=C(c2ccccc2)OC(N)=C(C#N)C1c1ccncc1 (stereo not drawn),2.9%,1,7,-3,-7,18,1,-0.4,0
S=C(NCCc1ccccn1)Nc1ccc(Cl)cc1Cl,-0.1%,-7,-4,.,.,.,2,.,3

# Ordered by length of the SMILES (ascending): some entries from above
SMILES,RXFP1 agonist,D1 PAM,RXFP1 antagonist,D1 antagonist,D2 antagonist,D2 PAM,TRHR PAM,D2 ag,D1 ag
S=C(NCCc1ccccn1)Nc1ccc(Cl)cc1Cl,-0.1%,-7,-4,.,.,.,2,.,3
O=C(Nc1cccc(NC(=O)C2CCCO2)c1)C1CCCO1 (stereo not drawn),0.3%,-7,8,-1,10,-3,18,-0.4,4
COc1cc(/C=C(\C#N)c2nc3c(s2)CCCC3)ccc1O,0.2%,6,.,5,26,-18,4,12,60*
CC1CC(C)CN(C(=O)Cn2c(=O)c3cccn3c3cccnc32)C1 (stereo not drawn),-0.1%,2,25,-8,0,-2,-5,-2.3,5
CCOC(=O)C1=C(c2ccccc2)OC(N)=C(C#N)C1c1ccncc1 (stereo not drawn),2.9%,1,7,-3,-7,18,1,-0.4,0
CCN(C(=O)COC(=O)c1n[nH]c2ccccc12)C1CCS(=O)(=O)C1 (stereo not drawn),-0.9%,9,5,10,0,9,4,-0.2,2
COc1ccccc1CN(Cc1ccco1)S(=O)(=O)c1ccc(-n2cnnn2)c(OC)c1,1.9%,-10,-9,-33*,-4,3,1,0.1,9
COc1ccc(N2CCN(C(=O)CSc3nc4cc(OC)c(OC)cc4cc3C#N)CC2)cc1,3.9%,-6,2,-3,.,.,3,.,2
CN(c1ccccc1)S(=O)(=O)c1cc(C(=O)Nc2nc3ccccc3[nH]2)ccc1Cl,1.0%,-4,-8,-2,9,-7,0,-0.6,4
O=C(O)C(c1ccccc1)N1C(=O)/C(=C\c2ccc(-c3ccccc3Cl)o2)SC1=S (stereo not drawn),-1.3%,0,-5,9,-2,1,3,-0.6,0
COc1ccc(CCNC(=O)c2ccc3c(c2)c(C)c(C)n3Cc2ccc(F)cc2)c(OC)c1OC,-0.3%,-7,-5,-55*,.,2,-4,-0.2,3

# The list is partial; count on the stated rates, not on these rows.
